Screening results from PubChem BioAssay.
GPR7 antag = antagonists of human GPR7 (neuropeptides B/W receptor 1). P48145. 290,000 compounds, 1.1% hits. GPR7-expressing cells, fluorescence antagonist assay. inhibition, % at 4.4 µM. AID 1861; in the data active = inhibition above about 16%, passing the limit was not always enough;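 also: cells stimulated with the agonist NPW; 0% = agonist with vehicle and 100% = vehicle without agonist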
TAAR1 antag = human TAAR1 antagonism | Q96RJ0 | CHO RD-HGA16 TAAR1, Fluo-8 calcium fluorescence, antagonist | inhibition, % at 3 µM | 360,000 compounds, 1.5% hits | AID 624466;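 active = inhibition above a per-plate cutoff, the mean inhibition of test compounds on that plate plus 3 SD, cut at about 49% in these data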;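 also: 0% = DMSO plus EC80 beta-PEA response and 100% = DMSO alone without agonist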
Target sequence (Q96RJ0 whole entry, looked up): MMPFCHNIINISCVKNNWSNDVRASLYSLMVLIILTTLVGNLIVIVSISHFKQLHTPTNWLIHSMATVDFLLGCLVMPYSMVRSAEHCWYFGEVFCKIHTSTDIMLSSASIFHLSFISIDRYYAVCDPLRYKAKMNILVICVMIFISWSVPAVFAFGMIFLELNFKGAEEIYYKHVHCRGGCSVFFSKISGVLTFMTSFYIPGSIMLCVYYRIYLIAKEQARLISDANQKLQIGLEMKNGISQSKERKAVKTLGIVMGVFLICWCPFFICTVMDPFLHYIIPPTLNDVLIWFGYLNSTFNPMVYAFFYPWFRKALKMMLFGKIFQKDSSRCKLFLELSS
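Assay system: RD-HGA16 CHO cells with stable hTAAR1 and Gα16 / Reagent: EC80 β-phenethylamine stimulus / Doses: 3 µM, single point / Timing: dye loading 75 min at 37 °C, then 30 min room temperature / Measured by: Fluo-8 intracellular calcium dye fluorescence, real-time kinetic reads / Controls: vehicle wells and EC80 agonist wells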
OXTR potentiator = human OXTR potentiation; P30559; CHO-OTR cells, Fluo-8 calcium fluorescence, potentiator mode; 0% = oxytocin EC15, 100% = EC100; activation, % at 3 µM; 320,000 compounds, 0.061% hits;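 active = activation above that plate's cutoff, the mean activation of tested compounds plus 3 SD, cut at about 6.6% in these data, passing the limit was not always enough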;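 also: 100% uses oxytocin at 75 nM as the full agonist control; some results filed as inactive read as strong as hits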
Target sequence (P30559 whole entry, looked up): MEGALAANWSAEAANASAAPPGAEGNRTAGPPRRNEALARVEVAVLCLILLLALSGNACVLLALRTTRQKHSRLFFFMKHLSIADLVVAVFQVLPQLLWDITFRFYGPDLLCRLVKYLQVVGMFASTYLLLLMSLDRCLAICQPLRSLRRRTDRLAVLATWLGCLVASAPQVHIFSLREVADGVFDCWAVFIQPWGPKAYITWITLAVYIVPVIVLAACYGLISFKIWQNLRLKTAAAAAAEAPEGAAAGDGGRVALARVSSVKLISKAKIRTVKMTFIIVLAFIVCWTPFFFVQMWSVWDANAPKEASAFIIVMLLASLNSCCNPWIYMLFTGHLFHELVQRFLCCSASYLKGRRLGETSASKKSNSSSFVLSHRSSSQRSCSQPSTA
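test system = CHO-OTR cells, human receptor | compound = single-point 3.0 µM | schedule = 6 min compound pre-incubation at room temperature, 100 s kinetic read | signal = Fluo-8 no-wash calcium dye fluorescence, excitation 470-495 nm, emission 515-575 nm | repeats = single well per compound, singlicate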
CHO-K1 Ca PAM = counter-screen for M1 PAMs: effect in parental CHO-K1 cells | activation, % at 3 µM | ATP EC20, Fluo-8 calcium fluorescence; 0% at ATP EC20, 100% at ATP max | AID 602247 | 360,000 compounds, 0.02% hits;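 active = activation above the run cutoff, the mean activation of all test compounds plus 3 SD, cut at about 40% in these data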;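 also: peak over basal fluorescence ratio in a 140 s read after ATP addition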
CHO parental Ca = signal in parental CHO cells, OX1R antagonist counter-screen | parental CHO-K1, ATP-induced calcium, Fluo-8 fluorescence | inhibition, % at 5.6 µM | 330,000 compounds, 0.63% hits | AID 463079;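 active = inhibition above that plate's mean sample inhibition plus 3 SD, cut at about 26% in these data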;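 also: 0% = ATP-challenged DMSO wells and 100% = DMSO wells without ATP; some compounds past the cut are filed as inactive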
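Material: parental CHO cells / Compound: single nominal dose of 5.6 µM per compound / Signal: Fluo-8 fluorescence / Replicates: singlicate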
CHO-K1 Ca ag = nonselective activator or artifact in parental CHO-K1 cells. activation, % at 3 µM. 360,000 compounds, 0.48% hits. Fluo-8 calcium fluorescence; scaled to maximal ATP response, vehicle zero. AID 602248; in the data active = activation above about 15%;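 also: untransfected CHO-K1 host cells lacking M1 receptor as counterscreen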
CHO-K1 Ca antag = counter-screen for M1 antagonists: effect in parental CHO-K1 cells. ATP-induced calcium, Fluo-8 fluorescence. inhibition, % at 3 µM. 360,000 compounds, 0.6% hits. AID 602250;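 active = inhibition above a per-plate cutoff, the plate's mean sample inhibition plus 3 SD, cut at about 24% in these data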;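 also: 0% = DMSO plus EC80 ATP and 100% = DMSO alone without ATP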
OXTR agonist = agonists of human oxytocin receptor; P30559; CHO-OTR cells, Fluo-8 calcium fluorescence; normalized: DMSO 0%, oxytocin 100%; activation, % at 3 µM; 320,000 compounds, 0.32% hits;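 active = activation above the mean of all tested compounds plus 3 SD, cutoff set per screening run, cut at about 20% in these data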;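 also: peak over basal fluorescence ratio from a 100 s FLIPR kinetic read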
V1aR counter = counter-screen for oxytocin receptor agonists: human V1a receptor agonists; P37288; CHO-V1R cells, Fluo-8 calcium fluorescence, agonist mode; 0% DMSO, 100% 3 nM vasopressin; activation, % at 3 µM; 320,000 compounds, 0.25% hits; AID 2797;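 active = activation above the mean activation of all tested compounds plus 3 SD, per screening run, cut at about 20% in these data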;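 also: signal is peak over basal fluorescence ratio across a 100 second FLIPR read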
The depositor's hits bear a star; x = no result given. Rows were taken by chance, and some 3.5% of all compounds hit somewhere here.

SMILES	CHO-K1 Ca ag	OXTR agonist	CHO-K1 Ca antag	OXTR potentiator	TAAR1 antag	GPR7 antag	CHO parental Ca	V1aR counter	CHO-K1 Ca PAM
N#Cc1c(Nc2ccc(Cl)cc2)s[nH]c1=O	0.5	0.3	-5	1	-16	12	-4	0.7	-3
O=C(Nc1ccc2nc(C3CC3)n(Cc3ccccc3)c(=O)c2c1)C1CC1	0.3	0.3	-13	-1	-2	14	-4	0.2	13
O=C(Cn1nc(C(=O)O)c2ccccc2c1=O)NCC1CCCO1 (stereo unspecified)	0.2	0.8	-1	-7	-10	-3	2	0.3	-5
O=C(NN=C1CCN(Cc2ccccc2)CC1)C(O)c1ccccc1 (stereo unspecified)	0.6	0.0	-9	-15	4	-9	-1	0.2	25
COc1ccccc1C(=O)NCCC(=O)NNC(=O)Cn1ccc(C(F)(F)F)n1	-0.1	0.6	3	-16	-17	x	-16	0.0	-3
CC(C)N1C(=O)CCC1C(=O)NCc1ccccc1Cl (stereo unspecified)	-0.1	0.4	3	-5	-13	3	-2	-0.6	-1
COc1ccc2c(c1)c(=O)oc1cc(OCC(=O)N3CCCC(C)C3)ccc12 (stereo unspecified)	9.4	11	4	-18	9	-4	-1	8.5	9
Cc1ccccc1N(CC(=O)NC1CCCC1)C(=O)c1csnn1	-0.1	0.1	-1	-14	13	-5	-9	0.3	-5
O=C(N/N=C/c1ccccc1F)NC1CCCCC1	0.8	-2.0	1	-3	-16	-8	1	0.7	16
N[C@@H](CCC(=O)N[C@@H](CSN=O)C(=O)NCC(=O)O)C(=O)O	0.6	-0.3	-3	-7	-10	x	-11	-0.1	15
Cc1cc(C)nc(N2CCCC(C(=O)Nc3ccc(F)cc3)C2)n1 (stereo unspecified)	0.0	-0.8	-2	0	-7	-8	-12	-0.5	-2
O=C(Nc1cccs1)Nc1cccnc1Cl	3.6	-0.8	-2	-3	3	-16	-8	0.5	16
O=S1(=O)CC(N2CCN(CC3CC3)CC2)CN1Cc1cn(Cc2ccccc2C(F)(F)F)nn1 (stereo unspecified)	-0.5	x	-10	x	4	x	x	x	16
O=C(NCc1ccco1)c1noc2c1CCCCC2	0.0	-0.5	-8	-8	-2	14	-12	0.7	12
CCN(CC)S(=O)(=O)c1ccc(C(=O)OCn2c(SC)nnc(C)c2=O)cc1	4.1	6.3	-4	-2	-7	-6	-13	5.9	2
O=C1C2CC=CCC2C(=O)N1Cc1ccccc1 (stereo unspecified)	-0.5	-0.1	9	-7	5	-8	-4	0.7	6
O=C(O)COc1cccc(/C=C2/SC(=S)N(Cc3ccccc3)C2=O)c1	-0.3	0.5	0	-5	-15	7	-4	0.3	0
COc1cc(OC)c(OC)cc1CN1CCCC(C(=O)N2CCCCC2)C1 (stereo unspecified)	0.6	1.0	-9	4	7	-1	-10	0.3	9
COc1ccc2nc(NC(=O)CC3Oc4ccccc4NC3=O)sc2c1 (stereo unspecified)	0.5	2.7	-7	-4	5	-5	1	1.0	-1
COc1ccccc1NC(=S)N(Cc1ccccc1)Cc1ccccn1	1.6	-2.0	-15	-5	-15	4	-7	-0.5	21
O=C(N/C(=C\c1cccs1)C(=O)N1CCCCCC1)c1ccccc1	0.5	-1.6	-7	-1	12	-7	-19	-0.6	6
O=C(CCN1C(=O)c2ccccc2C1=O)OCn1nnc2ccccc2c1=O	0.5	-0.5	-16	-1	12	-10	-22	0.6	24
CN1C(C(=O)NCCc2cccs2)CC2Cn3c(nc4cc5ccccc5cc43)C21 (stereo unspecified)	1.5	3.5	-6	-4	51*	x	-11	3.5	0
Cc1ccc2nsnc2c1NC(=O)c1ccccc1[N+](=O)[O-]	0.6	-0.7	15	0	-10	-5	-11	0.7	-10
Clc1ccc(-c2nnc(SCc3nc4ccccc4[nH]3)o2)c(Cl)c1	1.3	0.8	3	-22	14	2	-20	2.5	0
Cc1c(C)c2c(OCC(=O)N[C@@H](C)C(=O)O)cc3c(c2oc1=O)CCC(C)(C)O3	0.8	-0.3	-10	-17	-6	-9	-6	0.2	6
CSCCC(NC(=O)c1ccc(Cl)cc1)C(=O)O (stereo unspecified)	0.2	0.7	10	-3	-6	-13	-9	0.1	-8
O=C(NCCCn1ccnc1)C(=O)NCC(c1cccnc1)N1CCN(c2ccc(F)cc2)CC1 (stereo unspecified)	0.2	0.8	-5	-1	x	-6	-1	0.1	12
COC(=O)[C@@H]1C[C@@]2(O)[C@@H](O)[C@@H](O)[C@@H](O)C[C@H]2N1Cc1ccc(C)s1	0.6	0.0	-6	-5	-3	x	-4	0.9	13
COc1ccc(C(C(=O)NC2CCCC2)N(CC2CCCO2)C(=O)Cn2nnc(-c3ccc(C)o3)n2)cc1 (stereo unspecified)	0.4	-2.5	-4	-12	-16	-3	-36	-0.6	10
CCOc1ccc(NC(=O)C2CCCN(c3nc(C)cc(C)n3)C2)cc1 (stereo unspecified)	0.3	-0.6	-18	-6	-9	-7	3	1.5	11
Cc1cccc(OCCN2C(=O)C(=O)c3cc(C)ccc32)c1	0.1	-2.7	5	-22	-7	9	-11	-1.7	-19
CCC(/C=N/NC(=O)c1ccccc1F)CC	0.3	-0.2	-8	-18	5	7	-9	0.7	11
ClCC1=Nc2cccc3cccc(c23)N1	x	0.8	x	-2	x	0	13	0.2	x
Cc1ccc(NC(=O)C2CCN(S(=O)(=O)c3ccc4c(c3)NC(=O)CO4)CC2)cc1	0.5	-0.3	-3	-8	-2	0	-9	1.2	28
O=c1c(-c2ccc(O)cc2)coc2c([C@@H]3O[C@H](CO)[C@@H](O)[C@H](O)[C@H]3O)c(O)ccc12	0.8	0.1	-18	-4	4	x	1	-0.5	16
COc1ccc(O)c(C(=O)c2cnc3c(c2)CN(C)C(=O)N3)c1	0.5	-1.6	-13	-14	9	7	-10	0.2	10
COc1ccc(-n2ncc(C(C)NS(=O)(=O)c3ccc(C)s3)c2C)cc1 (stereo unspecified)	3.0	2.7	-22	-9	-10	-13	-25	1.2	-10
CC(C)N(Cc1nccn1C)C(=O)c1cc(COc2ccc(F)cc2Cl)on1	5.1	2.4	-10	-3	-18	-8	-2	5.8	17
O=C(CCN1CCOCC1)c1ccc2c(c1)OCCO2	0.7	0.3	-6	-2	6	-7	-21	1.6	23
CCOCCOc1cccc(C(=O)NC(C)c2ccc3ccccc3c2)c1 (stereo unspecified)	1.3	-1.9	-4	-3	21	-10	-14	0.7	9
COc1cccc(Cn2c(NCc3ccco3)nc3c2c(=O)n(C)c(=O)n3C)c1	x	1.6	x	2	-12	-5	7	-0.1	x
O=C(O)Cn1cc(/C=N/Nc2ccc([N+](=O)[O-])cn2)c2ccccc21	0.5	x	-11	x	-11	3	x	x	-10
O=C(COC(=O)Cc1ccc(Cl)cc1)Nc1ccccc1-c1ccccc1	0.2	-2.3	-5	-4	-2	8	-9	-0.3	12
CC1(c2ccccc2)CC(C)(C)N2C(=O)Cc3cccc1c32 (stereo unspecified)	0.2	-2.0	-19	-5	47	-17	-2	-1.6	9
Cc1cc(C)c(C)c(S(=O)(=O)N2CCC(C(=O)N3CCN(c4ccc(F)cc4)CC3)CC2)c1C	-0.6	x	-9	x	-12	x	x	x	2
S=C(NCCc1ccccc1)N/N=C/c1ccccc1Cl	-0.7	-2.0	-4	-7	-13	-7	-6	-0.9	6
Cc1cc(C)n(C(=O)CN2C(=O)CCC2=O)n1	0.3	1.5	-12	-5	6	3	3	1.3	14
Cc1ccn2c(=O)c(C(=O)NCCC3=CCCCC3)c(O)nc2c1	0.1	0.8	0	-4	64*	1	-18	-0.2	4
CC(C)(O)CC[C@@H](O)[C@](C)(O)[C@H]1CC[C@@]2(O)C3=CC(=O)[C@@H]4C[C@@H](O)[C@@H](O)C[C@]4(C)[C@H]3CC[C@]12C	0.6	1.1	-3	2	-1	-7	-3	0.0	8
O=C(CN1CCN(Cc2ccccc2Cl)C1=O)NC1CCCCCC1	1.8	-0.1	-16	-11	12	2	0	0.3	16
CCNS(=O)(=O)c1ccc(CCC(=O)NCCC2=CCCCC2)cc1	0.3	0.9	2	-5	-6	7	-7	1.9	6
NC(=O)c1ccccc1OC1CCC1	0.3	-0.9	-2	-8	-35	-19	0	-2.0	-18
Cc1nn(C)cc1CN(C)C(=O)c1cc(-c2ccccc2)nc2ccc(Br)cc12	7.3	-2.2	-3	-6	65*	-6	-26	-0.3	-4
COc1cc(/C=C/C(=O)CC(=O)/C=C/c2ccc(O)c(OC)c2)ccc1O	19*	33*	29*	-22	69*	-16	23	24*	-15
COCCNC(=O)COC(=O)c1[nH]c(C)c(C(C)=O)c1C	0.5	0.3	-4	-8	6	-1	13	1.8	18
Cc1ccc(NC(=O)Cn2cnc([N+](=O)[O-])c2)cc1C	-0.3	-0.2	14	-4	4	-13	-8	0.6	-10
CCn1c(C)nc2cc(C(=O)NNC(=O)Nc3ccc(Cl)c(Cl)c3)ccc21	x	0.2	x	-16	20	-9	11	1.0	x
COc1ccc(C(=O)NN(c2ccccc2)c2ccccc2)cc1	0.4	-1.0	14	-2	8	1	-8	0.2	-12
COc1ccc(C(=O)NCc2ccc3c(c2)OCO3)cc1S(=O)(=O)NCc1ccc(Cl)cc1	3.9	-0.2	3	-4	-25	-3	-22	1.3	2
Cc1ccc(N2CCN(C3=NC(=O)/C(=C\c4cccs4)S3)CC2)cc1	0.0	-1.6	-3	-6	20	3	-34	-1.4	8
Cc1ccc(S(C)(=O)=O)cc1C(=O)NC(C)C1CC2CCC1C2 (stereo unspecified)	0.3	-0.6	-23	-5	-20	2	-10	-0.3	14

Part of the list above, with two lines to a compound:
Below each SMILES – CHO-K1 Ca ag	OXTR agonist	CHO-K1 Ca antag	OXTR potentiator	TAAR1 antag	GPR7 antag	CHO parental Ca	V1aR counter	CHO-K1 Ca PAM
- O=C(Nc1cccs1)Nc1cccnc1Cl
    3.6	-0.8	-2	-3	3	-16	-8	0.5	16
- Clc1ccc(-c2nnc(SCc3nc4ccccc4[nH]3)o2)c(Cl)c1
    1.3	0.8	3	-22	14	2	-20	2.5	0
- CCC(/C=N/NC(=O)c1ccccc1F)CC
    0.3	-0.2	-8	-18	5	7	-9	0.7	11
